IL1B NFkB inh = blocks IL-1B driven NFkB nuclear translocation in HUVEC cells; HUVEC IL-1B NFkB p65 nuclear translocation imaging; inhibition, % at 2 µM; 94,000 compounds, 0.43% hits; AID 796;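 active = inhibition above about 30% together with a positive call from visual inspection of the well image, limit read from the data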;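 also: nuclear over cytoplasmic p65 intensity ratio measured by imaging; 0% = IL-1B stimulated DMSO wells and 100% = unstimulated DMSO wells; values of inactives mirror those of a sister screen read the other way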
MRP resist rev = MRP-mediated drug resistance reversal; AID 602; 85,000 compounds, 0.04% hits; differential viability (reversal), % at 10 µM; H69AR cells + 2 uM doxorubicin, CellTiter-Glo, 72 h;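 active = viability drop by adding the cancer drug above about 55%, with treated viability meeting a 40% cutoff, limit read from the data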;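 also: viability without doxorubicin minus viability with 2 µM doxorubicin for each compound; larger differential means the compound sensitizes cells more to doxorubicin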
PLAP inhibitors HTS = PLAP enzyme inhibitors, biochemical, luminescence, HTS (AID 690). purified PLAP, luminescent substrate; higher % means a stronger effect. inhibition, % at 20 µM; hits with a dose series show IC50 in µM. 96,000 compounds, 0.08% hits; in the data active = a potency from the dose series; inactive = the rest, 99 in 100 with inhibition below about 30%; also: strong numbers were not always called active
Bcl-B displacement = displacers of TR3 peptide from Bcl-B, primary screen, selectivity assay for Bfl-1 inhibitor project, biochemical, fluorescence polarization | FP displacement of FITC-TR3 peptide from Bcl-B; higher % means a stronger effect | displacement, % at 20 µM, or IC50 in µM where a hit was titrated | 96,000 compounds, 0.11% hits | AID 748;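 active = displacement above 50% at 20 µM plus a fluorescence interference ratio under 1.5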;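 also: plate controls were wells without compound for no effect and wells lacking Bcl-B protein for full effect; a part of the inactive calls stands beside numbers as strong as those of hits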
NFkB transloc pot = enhances IL-1B driven NFkB nuclear translocation; HUVEC IL-1B NFkB p65 nuclear translocation imaging; activation, % at 2 µM; 94,000 compounds, 0.3% hits;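 active = activation above 40%, about the mean plus 3 SD, also judged a hit on visual image review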;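 also: percent activation is computed from the nuclear over cytoplasmic p65 intensity ratio; values of inactives mirror those of a sister screen read the other way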
MRP resist rev cytotoxicity = further read-out of MRP resist rev, marked with its call; viability, %; H69AR cells, CellTiter-Glo, 72 h; measured here: cytotoxicity without doxorubicin
MRP resist rev with doxorubicin = recorded beside MRP resist rev, whose call it bears; viability, %; measured here: viability with 2 uM doxorubicin; stronger effect = lower value
IL1B NFkB inh cell count 2 µM = second read-out of IL1B NFkB inh, no call of its own (marks repeat the call); cell count; measured here: cells passing quality filter;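 raw number of nuclei counted in each imaged well without normalization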
NFkB transloc pot cell count 2 µM = also measured in NFkB transloc pot; calls as there; cell count; measured here: cells passing quality filter
Numbers without * were called inactive; . = no result given. These rows are one share of the data. The share of hits here may be higher or lower than overall.

SMILES	IL1B NFkB inh	IL1B NFkB inh cell count 2 µM	MRP resist rev	MRP resist rev cytotoxicity	MRP resist rev with doxorubicin	PLAP inhibitors HTS	Bcl-B displacement	NFkB transloc pot	NFkB transloc pot cell count 2 µM
NS(=O)(=O)c1ccc(CCNc2ncnc3c2c(-c2ccccc2)cn3-c2ccc(F)cc2)cc1	2	100	.	.	.	-30%	3%	-3	100
COC(=O)CCc1c(C)c(C#N)c2nc3ccccc3n2c1N1CCCC1	-4	149	33	58	26	-33%	-7%	4	149
CCCCn1c(CCNC(=O)CC)nc2ccccc21	-11	152	2	94	92	-8%	-4%	11	152
CCCC(=O)Nc1nc2ccc(OCC)cc2s1	-6	50	.	.	.	7%	2%	6	50
CCOCCCNC(=O)C(NC(=O)c1ccc2c(c1)OCO2)c1ccc(OC)cc1 (centres undefined)	-4	101	1	100	99	-24%	-2%	4	101
CC1CN(c2nnnn2-c2ccccc2)CC(C)O1 (centres undefined)	.	.	2	92	90	7%	-11%	.	.
O=C(Cn1[nH]c(=O)c2ccccc2c1=O)NC1CCN(Cc2ccccc2)CC1	-5	138	21	101	80	-16%	-6%	5	138
CCOC(=O)CSC1=NC(=O)/C(=C\c2ccc(OC(C)=O)cc2)S1	-12	152	.	.	.	-11%	-3%	12	152
COC(=O)c1sc(NC(=O)COc2ccccc2OC)nc1C	4	156	4	90	86	17%	-10%	-4	156
CCOC(=O)C1CCCN(C(=O)c2ccc(CNc3c(N4CCC(C)CC4)c(=O)c3=O)cc2)C1 (centres undefined)	.	.	-31	51	82	-50%	5%	.	.
CCCc1nc(SCC(=O)NNC(=O)C2CCCCC2)c2ccccc2n1	-2	153	.	.	.	-74%	-8%	-3	155
COc1cccc(Nc2nc(-c3sc(NC(=O)c4ccco4)nc3C)cs2)c1	-17	181	.	.	.	-12%	-2%	17	181
O=C(O/N=C/C1=C(Cl)c2ccccc2CC1)c1ccc(F)cc1	14	31	17	88	70	20%	-7%	-14	31
C=CCNC(=S)N1CCN(CCN=CC2=C(O)CC(c3cccs3)CC2=O)CC1 (centres undefined)	-2	167	-6	95	101	-40%	-7%	2	167
CCOC(=O)c1ccccc1NC1OC(=O)c2ccccc21 (centres undefined)	-2	72	15	102	88	-16%	10%	2	72
COc1ccc(-c2occ(C(=O)O)c2C(=O)O)cc1	-4	136	-2	94	96	23%	9%	4	136
CC(C)CC(NC(=O)C(NC(=O)OC(C)(C)C)C(C)C)C(=O)NC(CCC(=O)OCc1ccccc1)C(N)=O (centres undefined)	-10	110	21	101	80	.	.	10	110
CC(=O)N1c2ccccc2NC2=C(C(=O)CCC2)C1c1cccnc1 (centres undefined)	.	.	-10	101	111	-15%	1%	.	.
CC(=O)c1cccc(NS(=O)(=O)c2ccc(N/C=C\C(=O)c3ccc(C)cc3)cc2)c1	-11	203	.	.	.	-10%	-11%	11	203
CC(C)c1nc(N2CCOCC2)c(C#N)c2c1COC(C)(C)C2	3	116	-6	80	86	-2%	-12%	-3	116
CSc1ccc(/C=C/C(=O)c2ccc(NC(C)=O)cc2)cc1	-9	132	.	.	.	10%	0%	9	132
Cc1ccc(-c2nnc3c4ccccc4c(C)nn23)cc1S(=O)(=O)N1CCN(C)CC1	-17	129	-8	52	60	.	.	17	129
Cc1ccc(CN2C3=NCCCN3c3ccccc32)cc1	-24	194	-10	68	78	36%	1%	24	194
COc1ccc(-c2nnc(SC(C)C(=O)Nc3nccs3)n2-c2ccccc2)cc1OC (centres undefined)	14	134	-18	57	74	-8%	-5%	-14	134
CSc1ccccc1NC(=O)Nc1ccccc1	-13	136	-2	79	81	18%	-4%	13	136
CCn1c(NC(=O)c2ccc(F)cc2)c2ccccc2nc1=O	.	.	.	.	.	-5%	-3%	.	.
Cc1cc(C)n(CCO)c(=O)n1	-16	106	-8	101	109	16%	0%	16	106
COCCn1nnnc1C1(N(Cc2cc3cc(C)ccc3[nH]c2=O)CC2CCCO2)CCN(C)CC1 (centres undefined)	.	.	-9	84	93	-57%	6%	.	.
Cc1cc(F)ccc1S(=O)(=O)Nc1ccccc1C(=O)Nc1ccccc1N1CCOCC1	5	170	4	88	83	-19%	-7%	-5	170
Nc1ncnc2nc(N3CCN(C(=O)c4ccccc4)CC3)[nH]c12	-10	188	-3	101	104	7%	2%	10	188
CCOC(=O)N1C(=O)c2cc(OC)ccc2S1(=O)=O	-4	159	-8	91	100	-11%	-2%	4	159
Cc1c(/C=N/NC(=O)c2sc3ccccc3c2Cl)cnn1C	4	126	.	.	.	-23%	8%	-5	126
O=C(c1ccc(Br)cc1)N1CCCC1	-11	131	-13	93	106	-9%	-5%	11	131
COC(=O)CC(NC(=O)c1ccc(C)cc1)c1ccc2c(c1)OCO2 (centres undefined)	-2	167	14	97	83	-14%	-1%	2	167
CN(C)CCN1C(=O)C(O)=C(C(=O)c2cc3ccccc3o2)C1c1cccc(Br)c1 (centres undefined)	-5	133	-13	83	97	-38%	-2%	5	133
CCCNC(=O)c1ccc(SC)cc1OC	.	.	8	90	82	13%	4%	.	.
CC[C@@H](C)[C@H](NC(=O)OC(C)(C)C)c1nnc(S(=O)(=O)Cc2cc(C)ccc2C)o1	4	169	1	0	0	-9%	-6%	-4	169
Cc1ccc(NCc2nnc(SCC(=O)c3ccc4c(c3)OCCO4)o2)c(C)c1	-12	174	-12	47	59	-20%	1%	12	174
CNC(=O)c1sc(-c2ccccc2)nc1C	-19	192	9	96	87	15%	5%	19	192
CCN(CC)S(=O)(=O)c1ccc(F)cc1	-10	149	-10	88	98	.	.	10	149

Exported with bars between the fields: part of the list above.
structure | IL1B NFkB inh | IL1B NFkB inh cell count 2 µM | MRP resist rev | MRP resist rev cytotoxicity | MRP resist rev with doxorubicin | PLAP inhibitors HTS | Bcl-B displacement | NFkB transloc pot | NFkB transloc pot cell count 2 µM
COC(=O)CC(NC(=O)c1ccc(C)cc1)c1ccc2c(c1)OCO2 (centres undefined) | -2 | 167 | 14 | 97 | 83 | -14% | -1% | 2 | 167
CN(C)CCN1C(=O)C(O)=C(C(=O)c2cc3ccccc3o2)C1c1cccc(Br)c1 (centres undefined) | -5 | 133 | -13 | 83 | 97 | -38% | -2% | 5 | 133

Continued.
SMILES	IL1B NFkB inh	IL1B NFkB inh cell count 2 µM	MRP resist rev	MRP resist rev cytotoxicity	MRP resist rev with doxorubicin	PLAP inhibitors HTS	Bcl-B displacement	NFkB transloc pot	NFkB transloc pot cell count 2 µM
CC(Oc1ccc(Cl)cc1)c1ccnn1S(=O)(=O)c1ccccc1 (centres undefined)	7	136	.	.	.	10%	3%	-7	136
CCCCOc1c(Br)cc(/C=N/O)cc1OCC	-13	130	-8	2	10	.	.	13	130
CCOC(=O)CSc1nc2ccccc2c(=O)n1CC1CCCO1 (centres undefined)	-4	90	1	88	86	16%	-5%	4	90
CC(C)CN1C(=O)NC(NC(=O)c2cccnc2)(C(F)(F)F)C1=O (centres undefined)	18	87	1	100	100	9%	-14%	-18	87
CCS(=O)(=O)NCCc1csc(-c2cccnc2)n1	-3	59	.	.	.	-10%	-3%	3	59
COc1cnc(-c2ccccn2)nc1Sc1ccc(Cl)cc1	-3	186	.	.	.	14%	2%	3	186
Cc1cc(C)nc(/N=C(/NC(=O)c2ccccc2)Nc2ccccc2)n1	-14	199	0	49	49	19%	12%	14	199
COc1ccc(/C(N)=N/OC(=O)c2ccc(C)c([N+](=O)[O-])c2)cc1	-8	182	-2	87	89	-10%	2%	8	182
COc1ccc(S(=O)(=O)N(CC(=O)N2CCN(c3ccccc3OC)CC2)c2ccccc2)cc1	.	.	-15	65	80	-58%	-38%	.	.
CN1CC(=O)N(CC(=O)Nc2ccc(N(C)C)cc2)c2ccccc2C1=O	3	199	-9	104	113	-6%	-2%	-3	199
CC1CCN(C2(O)C(=O)Nc3ccc([N+](=O)[O-])cc32)CC1 (centres undefined)	-8	133	.	.	.	17%	-4%	8	133
O=C(CCCNC(=O)/C(=C\c1ccc(F)cc1)NC(=O)c1ccccc1)OCc1ccccc1	-9	152	.	.	.	-3%	-4%	9	152
CC(=O)NC(=S)Nc1ccc(NC(=O)COc2ccc(Cl)cc2)cc1	0	142	.	.	.	14%	-1%	0	142
COc1cc(S(=O)(=O)Nc2ccccc2)ccc1NC=O	-15	157	10	106	95	7%	3%	15	157
C=C1c2ccccc2NC(=O)N1c1ccc(C)cc1	2	181	7	88	81	17%	1%	-2	181
CC(C)CCn1nc(C(=O)OC(C)C(=O)NC(N)=O)c2ccccc2c1=O (centres undefined)	3	74	3	101	98	3%	-6%	-3	74
O=C(CCc1nc(-c2ccccc2F)no1)NC1CCN(Cc2ccccc2)CC1	-13	146	.	.	.	-72%	6%	13	146
CCOc1ccc(-c2nnc3sc(COc4ccc(Cl)cc4)nn23)cc1	-18	129	-1	68	69	12%	4%	18	129
CCOCCCNC(=O)C(NC(=O)c1cnccn1)c1ccc(OC)cc1 (centres undefined)	-4	135	-14	92	106	-16%	5%	4	135
CC(=O)Nc1c2c(nn1-c1cccc(Cl)c1)CS(=O)C2 (centres undefined)	-8	138	3	91	88	4%	28%	8	138
COC(=O)c1oc2ccc(Cl)cc2c1-n1cccc1	10	180	12	88	76	-31%	-2%	-10	180

Reformatted as labelled records: entries from further up
> C=C1c2ccccc2NC(=O)N1c1ccc(C)cc1
  IL1B NFkB inh: 2; IL1B NFkB inh cell count 2 µM: 181; MRP resist rev: 7; MRP resist rev cytotoxicity: 88; MRP resist rev with doxorubicin: 81; PLAP inhibitors HTS: 17%; Bcl-B displacement: 1%; NFkB transloc pot: -2; NFkB transloc pot cell count 2 µM: 181

> CC(C)CCn1nc(C(=O)OC(C)C(=O)NC(N)=O)c2ccccc2c1=O (centres undefined)
  IL1B NFkB inh: 3; IL1B NFkB inh cell count 2 µM: 74; MRP resist rev: 3; MRP resist rev cytotoxicity: 101; MRP resist rev with doxorubicin: 98; PLAP inhibitors HTS: 3%; Bcl-B displacement: -6%; NFkB transloc pot: -3; NFkB transloc pot cell count 2 µM: 74

> O=C(CCc1nc(-c2ccccc2F)no1)NC1CCN(Cc2ccccc2)CC1
  IL1B NFkB inh: -13; IL1B NFkB inh cell count 2 µM: 146; MRP resist rev: .; MRP resist rev cytotoxicity: .; MRP resist rev with doxorubicin: .; PLAP inhibitors HTS: -72%; Bcl-B displacement: 6%; NFkB transloc pot: 13; NFkB transloc pot cell count 2 µM: 146

> CCOc1ccc(-c2nnc3sc(COc4ccc(Cl)cc4)nn23)cc1
  IL1B NFkB inh: -18; IL1B NFkB inh cell count 2 µM: 129; MRP resist rev: -1; MRP resist rev cytotoxicity: 68; MRP resist rev with doxorubicin: 69; PLAP inhibitors HTS: 12%; Bcl-B displacement: 4%; NFkB transloc pot: 18; NFkB transloc pot cell count 2 µM: 129

Whole records, looked up by structure. Order of screens: IL1B NFkB inh | IL1B NFkB inh cell count 2 µM | MRP resist rev | MRP resist rev cytotoxicity | MRP resist rev with doxorubicin | PLAP inhibitors HTS | Bcl-B displacement | NFkB transloc pot | NFkB transloc pot cell count 2 µM
Listed for CC(C)CCn1nc(C(=O)OC(C)C(=O)NC(N)=O)c2ccccc2c1=O (centres undefined) = 3 | 74 | 3 | 101 | 98 | 3% | -6% | -3 | 74
Listed for O=C(CCc1nc(-c2ccccc2F)no1)NC1CCN(Cc2ccccc2)CC1 = -13 | 146 | . | . | . | -72% | 6% | 13 | 146
Listed for CCOCCCNC(=O)C(NC(=O)c1cnccn1)c1ccc(OC)cc1 (centres undefined) = -4 | 135 | -14 | 92 | 106 | -16% | 5% | 4 | 135
Listed for COc1cc(S(=O)(=O)Nc2ccccc2)ccc1NC=O = -15 | 157 | 10 | 106 | 95 | 7% | 3% | 15 | 157
Listed for C=C1c2ccccc2NC(=O)N1c1ccc(C)cc1 = 2 | 181 | 7 | 88 | 81 | 17% | 1% | -2 | 181

Bioassay records: PubChem, several laboratories
